Compound activity: PubChem, several laboratories
CDK5 p35 inh = blocks human CDK5/p35 kinase activity; Q00535+Q15078; inhibition, % at 10 µM; 0.01% of 330,000 active; Recombinant CDK5/p35, ADP-Glo luminescence, 60 min;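 active = highest replicate inhibition of at least 50% and at least 75% of replicates reaching 50%; inconclusive = only one of the two criteria met; inactive = both criteria failed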;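 also: plate controls were DMSO neutral control for no effect and GW8510 at 10 µM for full effect; many of its hits are not listed in these tables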
V-ATPase pHluor = alters yeast V-ATPase proton transport; response, % at 10 µM; S. cerevisiae, pHLuorin cytosolic pH fluorescence; 0.37% of 350,000 active; AID 504577; in the data active = response mostly above about 7.3%, no sharp cut-off; inactive = mostly below about 5.4%; also: actives read high; inactives centre near 0; some compounds called inactive have numbers as strong as hits; reference of the scale not given here
MITF act = MITF TRPM1 promoter activation in melanoma cells; SK-MEL-5 TRPM1-promoter luciferase, 24 h; % of positive control, neutral wells = 0; activation, % at 12.5 µM; 0.75% of 300,000 active; AID 588334;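 active = mean activation of at least 80% with every replicate also reaching 80%; inconclusive = mean reaches 80% but some replicate falls short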;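 also: 0% = neutral control wells and 100% = parthenolide positive control wells; values of inactives mirror those of a sister screen read the other way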
Wnt bcat act = activators of Wnt/beta-catenin signaling; Wnt/beta-catenin reporter cell assay, activator, plate reader; activation, % at 9.35 µM; 1.2% of 300,000 active; in the data active = activation above about 30%, passing the limit was not always enough; inconclusive = no clear call, values can overlap the other calls;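 also: 0% = neutral control wells and 100% = positive control wells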
dFosB activator = enhances mouse delta FosB homodimer DNA binding; 0.99% of 340,000 active; purified delta FosB, TAMRA-CDK5 oligo fluorescence polarization; percent of positive-control signal above neutral wells; P13346; activation, % at 25 µM;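 active = mean activation above about 17%, with every replicate also reaching it, limit read from the data, passing the limit was not always enough; inconclusive = only one of the two conditions met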;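 also: fluorescence polarization rise as delta FosB binds a TAMRA Cdk5 AP-1 oligo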
NSD2 HMT inh = blocks human histone methyltransferase NSD2; AID 743445; 0.54% of 310,000 active; inhibition, % at 12.5 µM; NSD2 peptide methylation, AlphaScreen, 120 min; in the data active = inhibition above about 50%
Target sequence (O96028 whole entry, looked up): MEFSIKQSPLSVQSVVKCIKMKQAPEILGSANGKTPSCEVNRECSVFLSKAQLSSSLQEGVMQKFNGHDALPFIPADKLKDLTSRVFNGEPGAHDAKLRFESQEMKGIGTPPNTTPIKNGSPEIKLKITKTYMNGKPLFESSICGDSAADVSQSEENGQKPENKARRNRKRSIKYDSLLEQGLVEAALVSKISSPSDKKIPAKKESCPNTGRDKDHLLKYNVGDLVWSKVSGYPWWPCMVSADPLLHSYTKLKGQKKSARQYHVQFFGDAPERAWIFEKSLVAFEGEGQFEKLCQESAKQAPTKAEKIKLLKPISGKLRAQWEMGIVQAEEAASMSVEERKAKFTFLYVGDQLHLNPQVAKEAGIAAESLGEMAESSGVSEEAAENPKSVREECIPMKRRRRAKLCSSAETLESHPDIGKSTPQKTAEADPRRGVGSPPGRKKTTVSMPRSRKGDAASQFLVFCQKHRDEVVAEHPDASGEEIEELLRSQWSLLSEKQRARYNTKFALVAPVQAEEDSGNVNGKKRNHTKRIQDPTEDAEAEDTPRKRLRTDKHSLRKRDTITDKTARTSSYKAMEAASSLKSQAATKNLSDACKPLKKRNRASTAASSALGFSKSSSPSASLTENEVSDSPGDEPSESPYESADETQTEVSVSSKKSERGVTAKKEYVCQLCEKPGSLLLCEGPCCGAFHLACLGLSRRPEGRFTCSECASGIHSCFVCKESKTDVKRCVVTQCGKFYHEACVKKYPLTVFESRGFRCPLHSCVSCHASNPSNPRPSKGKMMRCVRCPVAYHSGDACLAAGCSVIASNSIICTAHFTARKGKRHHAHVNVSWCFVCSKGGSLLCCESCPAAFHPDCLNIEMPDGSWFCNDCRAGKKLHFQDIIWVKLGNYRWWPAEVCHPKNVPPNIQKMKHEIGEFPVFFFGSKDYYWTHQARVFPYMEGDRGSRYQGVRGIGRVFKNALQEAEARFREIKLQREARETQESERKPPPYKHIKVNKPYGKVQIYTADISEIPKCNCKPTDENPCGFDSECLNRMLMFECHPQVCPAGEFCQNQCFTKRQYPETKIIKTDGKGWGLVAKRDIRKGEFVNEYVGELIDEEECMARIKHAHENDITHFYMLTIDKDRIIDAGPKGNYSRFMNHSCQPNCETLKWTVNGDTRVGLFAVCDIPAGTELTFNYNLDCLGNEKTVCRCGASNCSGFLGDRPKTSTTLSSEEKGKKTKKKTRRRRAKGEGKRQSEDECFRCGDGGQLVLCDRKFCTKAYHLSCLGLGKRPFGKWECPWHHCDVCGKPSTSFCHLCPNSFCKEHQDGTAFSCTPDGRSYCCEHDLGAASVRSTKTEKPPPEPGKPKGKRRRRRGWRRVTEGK
SR-BI DiI inh = blocks mouse SR-BI lipid uptake from DiI-HDL; Q61009; ldlA[mSR-BI] CHO cells, DiI-HDL uptake fluorescence, 3 h; inhibition, % at 12.5 µM; 0.96% of 320,000 active;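 active = mean replicate inhibition of at least 70% and a set share of replicates each scoring 70 or more; inconclusive = meets just one of the two criteria; inactive = fails both criteria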;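 also: 0% = median of neutral control wells and 100% = median of positive control wells; values of inactives mirror those of a sister screen read the other way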
HTR5A ag = HTR5A agonism, opioid heterodimer counter-screen; 0.61% of 340,000 active; activation, % at 9.3 µM; HTR5A agonist assay, luminescence, cell-based; AID 504692; P47898; in the data active = activation mostly above about 9.5%, no sharp cut-off; inactive = mostly below about 7.6%;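 also: 0% = cells with vehicle only and 100% = reference agonist; strong numbers were not always called active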
PvdQ inh = P. aeruginosa PvdQ acylase inhibition | purified PvdQ acylase, fluorescence plate reader | inhibition, % at 10 µM | 0.063% of 340,000 active; in the data active = inhibition above about 30%, passing the limit was not always enough; inconclusive = no clear call, values can overlap the other calls;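 also: 0% = vehicle neutral wells and 100% = reference inhibitor wells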
HTR5A inv ag = HTR5A inverse agonism, opioid heterodimer counter-screen. 0.083% of 340,000 active. AID 504634. inhibition, % at 9.3 µM. HTR5A cell line, luminescence; in the data active = inhibition mostly above about 23%, no sharp cut-off; inactive = mostly below about 18%;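 also: 0% = cells with DMSO and 100% = no-cell wells with DMSO; some compounds called inactive have numbers as strong as hits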
Active calls of the source: *; u = inconclusive; x = not tested or not shown. Random draw from the library; overall some 5% were active at least once.

SMILES	CDK5 p35 inh	V-ATPase pHluor	MITF act	Wnt bcat act	dFosB activator	NSD2 HMT inh	SR-BI DiI inh	HTR5A ag	PvdQ inh	HTR5A inv ag
Cc1ccc(CSc2ncnc3c2cnn3-c2ccc(C)cc2)cc1	1.2	-1.2	42.3	x	5.6	-1.0	-5.3	3.2	0.6	-3.9
Cc1cccc(C)c1OCC(=O)NCc1nnc(SCC(=O)NC2CCCCC2)n1C	1.9	-0.1	-14.7	x	-5.6	-0.3	49.5	-5.6	-9.5	14.6
CCCCn1c(N)c(N(CC(C)C)C(=O)COC(=O)Cc2c(C)nc3ccccc3c2C)c(=O)[nH]c1=O	-5.4	-1.3	-1.2	-2.1	7.4	-2.7	-3.0	2.2	-5.8	-5.5
O=C(Cc1ccccc1)Nc1ccc(NC(=O)c2ccccc2)c(Cl)c1	-0.3	-3.4	x	-6.4	-6.0	-3.2	31.2	3.1	-9.2	-17.1
COc1cc(CC(=O)OCC(=O)Nc2ncc(Cl)cc2Cl)cc(OC)c1OC	0.3	-4.2	-3.9	4.5	0.2	0.9	9.3	0.1	7.0	-7.9
CCCn1c(SCC(=O)Nc2nnc(C)s2)nnc1C1CC1	-0.1	1.0	-5.0	-5.2	-7.9	0.6	-43.7	0.7	-15.6	-1.7
Cn1cccc1CNC(=S)Nc1ccccc1Cl	-0.4	2.2	7.6	0.2	1.0	-4.0	x	7.0	-16.0	3.5
Cc1cccc(C)c1NC(=O)CN(C)C(=O)c1cc(S(=O)(=O)N2CCOCC2)ccc1N1CCCC1	1.0	3.6	0.6	-2.8	-15.6	-0.9	31.0	-4.8	-8.9	12.5
CC(CCc1ccccc1)NC(=O)c1cccnc1 (centres undefined)	2.0	3.4	7.3	-3.8	1.6	5.1	-7.7	2.4	-18.9	-6.3
Fc1ccc(/C=N/NC(=S)Nc2cccnc2)cc1	-6.8	6.2	6.3	26.5	6.0	0.0	-1.0	-2.5	10.4	6.2
COc1cccc(OC)c1C(=O)Nc1c(C(=O)N2CCN(C)CC2)oc2ccccc12	-6.2	2.9	3.2	0.5	1.3	3.7	-13.1	2.3	-12.3	-9.3
COc1cc2cc(C(=O)O)[nH]c2c(OC)c1OC	0.5	2.0	1.1	-1.4	-1.3	-0.8	-31.9	5.7	-10.4	-6.0
CCC(C)NC(=O)CSc1nnc(-c2c[nH]c3ccccc23)o1 (centres undefined)	-2.2	0.8	6.5	-0.7	-10.9	-2.8	5.0	9.1	-18.0	3.6
Cc1nc(C(=O)N(C)C)nn1-c1cc(Cl)ccc1Cl	-1.4	-2.4	x	x	-0.1	0.5	-51.5	3.4	-5.0	-10.3
Cc1ccc(S(=O)(=O)N(CC(=O)Nc2cccnc2)c2cccc([N+](=O)[O-])c2)cc1	-0.5	-5.5	-3.5	-2.1	-12.6	-1.4	2.3	-2.9	-1.5	8.8
CCOC(=O)N1CCN(C(=O)C(=O)Nc2sc3c(c2C(N)=O)CC(C)(C)OC3)CC1	x	0.4	-5.7	1.7	-4.5	0.3	-5.4	3.0	-16.4	9.4
COc1ccc(Cl)cc1NC(=O)COC(C)=O	3.2	0.0	5.3	-0.2	2.1	5.0	-7.8	2.8	-18.0	-7.7
COCCNC(=O)C(C)N(c1ccc(OC)cc1)S(C)(=O)=O (centres undefined)	-0.7	-3.7	x	x	-8.8	5.4	-1.0	2.4	-13.6	-2.0
Cc1nn(-c2ccccc2)c(Cl)c1/C=C1\SC(=S)N(CCCCCC(=O)O)C1=O	0.3	2.0	-10.7	0.6	-9.0	12.8	x	-0.5	-3.3	-5.9
O=C(Nc1cccc(S(=O)(=O)N2CCOCC2)c1)C1CCN(S(=O)(=O)c2ccccc2)CC1	-0.1	0.0	10.1	-3.8	-8.2	-1.6	u	3.9	0.0	-12.5
Clc1ccc(-c2cc(C3CCNCC3)[nH]n2)cc1	-4.8	0.3	16.0	-0.5	7.2	x	-5.5	0.2	6.7	-0.6
O=C1C2C(C(=O)N1c1ccc3c(c1)OCO3)C1C=CC2C12CC2 (centres undefined)	0.2	3.1	-2.9	0.5	2.1	-2.5	-4.2	-1.3	-16.6	5.1
COc1ccc(C/C(C)=N/NC(=S)Nc2ccccc2)cc1	-0.5	15.6	19.4	4.8	-4.8	0.0	-7.3	-3.0	-3.0	7.7
O=C(Nc1ccc(Cc2ccncc2)cc1)c1ccc(S(=O)(=O)N2CCOCC2)cc1	0.3	-2.8	-23.7	x	-10.0	-5.3	-5.7	-4.2	-6.0	-15.1
CC(=O)Nc1cc(C(=O)OCc2cccc([N+](=O)[O-])c2)ccc1C	1.9	0.3	44.5	-1.4	-0.9	-1.3	35.2	-2.3	-13.6	5.4
O=C(NCC(=O)N1CCN(S(=O)(=O)c2ccccc2)CC1)c1ccc2ccccc2c1	0.9	0.1	12.4	-0.9	-8.5	-3.1	8.7	0.2	-2.4	-0.5
CCN(CC)C(=O)OCCc1cc2ccccc2c(=O)o1	0.4	0.3	12.0	0.7	-4.1	x	9.2	2.6	-9.2	-6.6
CCOc1ccc(S(=O)(=O)N2CCCCC2)cc1NC(=O)CN1C(=O)NC(C)(c2ccc(C)cc2)C1=O (centres undefined)	-6.9	0.8	6.2	x	-2.0	-1.0	-13.9	3.6	-2.9	-9.9
CCC(C)NC(=O)c1ccccc1NC(=O)c1ccc(CSc2ccc(C)cc2)cc1 (centres undefined)	2.8	-0.9	7.0	-3.2	-6.9	-7.7	12.3	1.6	4.4	-7.1
Cc1c(O)c(C)c2c(c1O)C(=O)C[C@@H](c1ccccc1)O2	-1.3	-5.9	12.5	4.6	7.7	x	-37.5	8.8	-15.0	-25.6
COc1ccc(-c2ocnc2C(=O)Nc2ccc3c(c2)CCC3)cc1	0.5	-1.2	22.1	0.8	2.3	-1.4	x	16.5*	0.8	-49.0
CN(CC(=O)NC1CCCCCC1)S(=O)(=O)c1ccc(Br)cc1	1.4	4.1	-8.7	-0.7	-10.0	-1.7	-1.4	2.3	5.8	-4.1
CC(C)(C)c1ccc(C(=O)NNC(=O)CCC(=O)Nc2ccccc2)cc1	-0.8	10.2	12.3	13.7	-10.1	-4.5	12.5	2.9	-10.6	-13.6
CCNc1nc(NCC)nc(SCCOC(=O)Nc2ccccc2)n1	2.6	-1.4	6.7	-2.4	-11.7	0.7	x	0.6	-4.5	-1.4
COc1ccc(/C=C\C(=O)O[C@@H]2C(O)C(O[C@@H]3OC(C)[C@H](O[C@@H]4OCC(O[C@H]5O[C@H](CO)[C@@H](O)C(O)C5O)C(O)C4O)C(O)C3O)[C@H](OC(=O)[C@]34CCC(C)(C)C[C@@H]3C3=CCC5[C@@]6(C)CC(O)C(O[C@@H]7OC(CO)C(O)[C@H](O)[C@H]7O)[C@@](C)(C(=O)O)C6CC[C@@]5(C)[C@]3(CO)CC4)O[C@H]2C)cc1 (some centres undefined)	-0.8	-0.5	-65.2	x	2.2	x	36.9	8.9	2.1	-13.3
O=C(c1cc(-c2ccccc2Cl)on1)N1CCN(C(=O)c2ccco2)CC1	-2.6	0.8	11.9	x	-7.7	-7.3	x	2.7	14.2	-5.6
Cc1ccc(NC(=O)c2ccc3c(SCC(=O)O)c4c(nc3c2)CCCC4)c(Br)c1	0.7	3.1	12.2	-1.3	-18.1	2.9	-10.5	-1.4	-7.4	3.7
O=C(Cc1n[nH]c(=O)c2ccccc12)Nc1cccc(S(=O)(=O)N2CCCCCC2)c1	-1.3	-1.3	-21.6	-5.5	-2.3	-1.4	2.7	-2.8	-4.7	6.9
COc1cccc(-c2nnc(NC(=O)c3ccc(Cl)s3)o2)c1	3.6	-2.6	x	-1.5	4.0	x	-13.4	10.7	9.1	-31.3
O=C(Nc1ccc(Cl)cn1)C1COc2ccccc2O1 (centres undefined)	0.3	-1.5	29.7	5.5	-16.3	-1.5	2.9	3.3	2.0	-9.1
O=C(COC(=O)c1cc(Br)ccc1O)NCC1CCCO1 (centres undefined)	-0.1	4.1	7.8	-3.4	-17.6	-0.8	-14.4	-4.9	-7.4	11.3
O=C(COC(=O)C1CC(=O)N(Cc2ccccc2)C1)Nc1cccc([N+](=O)[O-])c1 (centres undefined)	-0.3	2.1	-7.7	1.0	-7.7	-2.2	20.1	-4.3	-10.7	4.0
CCOc1ccc(C(=O)N2CCN(c3cccc(C)c3C)CC2)cc1	0.4	0.4	-3.3	-4.0	-2.9	-0.6	13.8	0.5	-3.4	-1.2
Cc1ccc(C(=O)N2CCN(S(=O)(=O)c3ccc(C)cc3)CC2)cc1	-8.8	-0.8	-4.8	-1.8	-9.7	-0.1	21.8	2.4	-0.4	-6.9
O=S(=O)(/N=C(/Nc1cccc2ccccc12)c1ccccc1)c1ccccc1	-1.1	2.7	-17.8	-1.4	-9.0	27.2	x	0.4	-6.8	-1.3
COc1ccc(-n2c(=O)c(CCC(=O)N(C)Cc3ccccc3C)nc3ccccc32)cc1	0.2	-2.5	3.7	-2.6	-8.0	0.9	59.3	-1.4	-9.2	5.5
Cc1cccc(Nc2nnc(SCC(=O)Nc3cccc(S(=O)(=O)N4CCCCC4)c3)s2)c1	4.1	1.9	2.4	x	-8.2	0.5	39.6	7.3	-6.5	10.2
Cc1ccc(NC(=O)C2C3C=CC4(O3)C2C(=O)N(CCCN2CCOCC2)C4C(=O)NC2CCCCC2)cc1Cl (centres undefined)	0.5	2.4	-2.7	-1.6	-3.9	3.0	x	1.8	-15.7	-4.8
Cc1ccc(OCCCC(=O)Nc2nnc(C3CCCO3)s2)c(C)c1 (centres undefined)	0.0	-3.5	-4.0	-1.3	-3.7	-1.8	-11.1	6.6	-23.2	-18.3
Cc1ccc(S(=O)(=O)NCC(=O)OCC(=O)N2N=C(c3ccc(Cl)cc3)CC2c2ccco2)cc1C (centres undefined)	-0.4	-1.9	-4.7	x	-8.7	2.5	40.1	0.1	-9.0	9.2
CC(CN1CCCCC1)OC(=O)Cc1ccc(Cl)cc1 (centres undefined)	-0.4	-2.7	1.0	-0.8	-5.0	-0.8	0.6	-2.2	5.6	-27.6
CCc1cc(C(=O)OC)c(NC(=O)CC2Nc3cc(C)c(C)cc3NC2=O)s1 (centres undefined)	1.9	0.1	-4.5	2.0	-7.1	x	-5.8	-1.0	1.2	2.5

Copied from the entries so far, five compounds:
SMILES	CDK5 p35 inh	V-ATPase pHluor	MITF act	Wnt bcat act	dFosB activator	NSD2 HMT inh	SR-BI DiI inh	HTR5A ag	PvdQ inh	HTR5A inv ag
O=C(COC(=O)c1cc(Br)ccc1O)NCC1CCCO1 (centres undefined)	-0.1	4.1	7.8	-3.4	-17.6	-0.8	-14.4	-4.9	-7.4	11.3
O=C(COC(=O)C1CC(=O)N(Cc2ccccc2)C1)Nc1cccc([N+](=O)[O-])c1 (centres undefined)	-0.3	2.1	-7.7	1.0	-7.7	-2.2	20.1	-4.3	-10.7	4.0
CCOc1ccc(C(=O)N2CCN(c3cccc(C)c3C)CC2)cc1	0.4	0.4	-3.3	-4.0	-2.9	-0.6	13.8	0.5	-3.4	-1.2
Cc1ccc(C(=O)N2CCN(S(=O)(=O)c3ccc(C)cc3)CC2)cc1	-8.8	-0.8	-4.8	-1.8	-9.7	-0.1	21.8	2.4	-0.4	-6.9
O=S(=O)(/N=C(/Nc1cccc2ccccc12)c1ccccc1)c1ccccc1	-1.1	2.7	-17.8	-1.4	-9.0	27.2	x	0.4	-6.8	-1.3
